Assay outcomes from PubChem BioAssay.
Apaf1 inhib: inhibitors of human Apaf-1 apoptosome; O14727; reconstituted apoptosome caspase-3 activity, DEVD-Rh110 fluorescence; inhibition, % at 20 µM; 0.71% of 330,000 active; active = inhibition of at least 40% at 20 µM;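 note: plate controls were DMSO wells for no effect and DEVD-CHO caspase inhibitor wells for full effect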
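System – cell-free apoptosome with Apaf-1, procaspase-3 and caspase-9 · Buffer or medium – pH 7.5 Hepes buffer with CHAPS, BSA, DTT · Also added – cytochrome c with DEVD-Rh110 · Times – 30 min compound preincubation, 50 min activation, room temperature · Technique – Rh110 fluorescence intensity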
SENP8 block-1: inhibitors of human SENP8 protease | recombinant SENP8, Nedd8 substrate fluorescence | AID 602440 | inhibition, % at 20 µM | 0.64% of 360,000 active | Q96LD8; in the data active = inhibition mostly above about 40%, no sharp cut-off; inactive = mostly below about 27%
Target sequence (Q96LD8 whole entry, looked up): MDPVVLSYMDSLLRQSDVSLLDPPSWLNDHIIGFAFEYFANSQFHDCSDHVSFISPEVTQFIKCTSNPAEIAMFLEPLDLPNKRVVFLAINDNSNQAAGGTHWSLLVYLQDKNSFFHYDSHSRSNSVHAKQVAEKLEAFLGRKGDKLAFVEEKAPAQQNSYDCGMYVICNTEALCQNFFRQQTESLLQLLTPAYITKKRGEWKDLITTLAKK
SENP1 inh: blocks the human SENP1 SUMO protease catalytic domain. Q9P0U3. 0.21% of 360,000 active. recombinant SENP1 catalytic domain, CyPet-SUMO1-YPet FRET cleavage. inhibition, % at 10 µM. AID 624204;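 active = inhibition at least 30% at 10 µM, raw YFP signal under a set limit, fluorescence ratio 0.5 to 1.5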;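 note: 0% = enzyme with DMSO and 100% = no enzyme wells; some results filed as inactive read as strong as hits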
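Compound: 10 µM single point, 0.5% DMSO; Test system: hSENP1 catalytic domain, recombinant; Timing: 50 min reaction at room temperature; Technique: FRET, CFP and YFP emission; Control set: no-enzyme wells low, DMSO-plus-enzyme wells high control.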
SENP7 inh: blocks the human protease SENP7; Q9BQF6; recombinant SENP7, Z-RLRGG-aminoluciferin luminescence, 40 min; inhibition, % at 5 µM; 1.5% of 330,000 active; AID 434973;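 active = inhibition above about 50% at the single test dose, limit read from the data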;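 note: plate controls were DMSO with enzyme for no effect and no enzyme buffer wells for full effect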
Target sequence (Q9BQF6 706-1050 limits assumed): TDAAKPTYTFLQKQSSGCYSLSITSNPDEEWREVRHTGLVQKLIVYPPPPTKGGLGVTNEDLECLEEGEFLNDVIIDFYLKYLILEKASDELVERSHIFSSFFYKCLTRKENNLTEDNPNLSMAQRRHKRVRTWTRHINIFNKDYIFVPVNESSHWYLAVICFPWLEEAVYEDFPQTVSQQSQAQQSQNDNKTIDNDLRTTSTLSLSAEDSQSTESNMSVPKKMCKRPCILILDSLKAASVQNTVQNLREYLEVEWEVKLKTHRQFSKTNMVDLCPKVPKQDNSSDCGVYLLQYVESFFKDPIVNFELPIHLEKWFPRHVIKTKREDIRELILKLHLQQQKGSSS
PfGluPho inh: PfG6PD (Plasmodium falciparum) enzyme inhibition; PfGluPho enzyme, NADPH resazurin-diaphorase fluorescence; inhibition, % at 20 µM; 0.78% of 350,000 active;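 active = inhibition reaching at least a set limit at 20 µM in the primary screen, cut at about 59% in these data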;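 note: 0% = DMSO wells with substrate and 100% = DMSO wells lacking glucose-6-phosphate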
SENP8 block-2: inhibitors of human SENP8 protease. inhibition, % at 10 µM. purified SENP8, Z-RLRGG-aminoluciferin cleavage, luminescence. 1.2% of 330,000 active. AID 2540. Q96LD8; in the data active = inhibition above about 50%
SENP6 inh: inhibitors of human SENP6 protease | Q9GZR1 | Recombinant SENP6 catalytic domain, aminoluciferin luminescence | inhibition, % at 10 µM | 1.8% of 330,000 active;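 active = inhibition above about 50% at the single tested dose, limit read from the data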;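 note: plate controls were DMSO wells with enzyme for no effect and DMSO wells lacking enzyme for full effect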
Target sequence (Q9GZR1 628-1112 limits assumed): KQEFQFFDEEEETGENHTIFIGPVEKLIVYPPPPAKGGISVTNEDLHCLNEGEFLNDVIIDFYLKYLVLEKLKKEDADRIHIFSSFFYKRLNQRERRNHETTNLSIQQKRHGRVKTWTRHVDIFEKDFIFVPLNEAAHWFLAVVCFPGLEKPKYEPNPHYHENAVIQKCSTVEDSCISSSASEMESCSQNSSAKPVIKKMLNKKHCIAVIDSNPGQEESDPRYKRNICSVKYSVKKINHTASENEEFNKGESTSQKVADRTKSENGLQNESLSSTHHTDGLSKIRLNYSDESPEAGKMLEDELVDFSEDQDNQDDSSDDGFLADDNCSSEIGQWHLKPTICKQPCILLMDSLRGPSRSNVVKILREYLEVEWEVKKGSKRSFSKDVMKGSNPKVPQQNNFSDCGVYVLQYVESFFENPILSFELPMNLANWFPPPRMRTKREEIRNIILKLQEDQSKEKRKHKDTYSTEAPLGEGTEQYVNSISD
HKDC1 inh: blocks human hexokinase HKDC1 activity | 0.16% of 340,000 active | Q2TB90 | recombinant HKDC1, G6PDH/diaphorase resazurin coupled fluorescence | inhibition, % at 20 µM;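 active = inhibition above about 35% when tested at 20 µM, limit read from the data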;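 note: plate controls were DMSO wells with enzyme for no effect and DMSO wells lacking enzyme for full effect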
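Assay system – recombinant HKDC1 (HK5) hexokinase enzyme, produced in-house · Input – HKDC1 at 5 µg/mL · Reagent – glucose plus 1 mM ATP as hexokinase substrates · Timing – 90 min reaction incubation at room temperature, dark · Measured by – G6PDH/diaphorase-coupled fluorescence, 1 mM NADP, 100 µM resazurin, 525/613 nm · Benchmarks – DMSO-enzyme wells negative, buffer-substituted wells positive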
NALP3 yeast inh: inhibitors of NALP3 inflammasome in yeast; Yeast reconstituted NLRP3/ASC/caspase-1, beta-gal luminescence, 24 h; inhibition, % at 10 µM; 0.39% of 330,000 active; AID 2825;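 active = inhibition of 50% or more; inactive = inhibition below 50%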;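 note: plate controls were induced DMSO wells for no effect and uninduced yeast grown without galactose for full effect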
The depositor's hits bear a star.

For CN1C(=O)N(C)C2CC1N(C)C(=O)N2C the results were Apaf1 inhib -24, SENP8 block-1 16, SENP1 inh 3, SENP7 inh 0, PfGluPho inh -10, SENP8 block-2 8, SENP6 inh -10, HKDC1 inh -11 and NALP3 yeast inh 6.
For Cc1cc(C(=O)N/N=C/c2ccc(C)o2)c2ccccc2n1 the results were Apaf1 inhib 5, SENP8 block-1 12, SENP1 inh 0, SENP7 inh 4, PfGluPho inh -9, SENP8 block-2 -5, SENP6 inh -10, HKDC1 inh 2 and NALP3 yeast inh 10.
Screening CCCc1c(C(=O)Nc2ccc(F)cc2C)cnn1-c1ccccc1 returned Apaf1 inhib 7, SENP8 block-1 16, SENP1 inh 0, SENP7 inh 12, PfGluPho inh 15, SENP8 block-2 -3, SENP6 inh -8, HKDC1 inh -1 and NALP3 yeast inh 30.
Screening CCCC/C(O)=C1\C(=O)CCCC1=NCCc1c(C)[nH]c2ccc(OC)cc12 returned Apaf1 inhib 6, SENP8 block-1 6, SENP1 inh 1, SENP7 inh 9, PfGluPho inh 3, SENP8 block-2 -2, SENP6 inh -15, HKDC1 inh -1 and NALP3 yeast inh 4.
For O=C(CN1CCS(=O)(=O)CC1)N/N=C/c1cccc(C(F)(F)F)c1 the results were Apaf1 inhib -4, SENP8 block-1 3, SENP1 inh 2, SENP7 inh -4, PfGluPho inh -8, SENP8 block-2 -8, SENP6 inh 5, HKDC1 inh -6 and NALP3 yeast inh 0.
For CCc1ccccc1N(CC)C(=O)CCc1nc(-c2ccc(C)cc2)no1 the results were Apaf1 inhib 25, SENP8 block-1 21, SENP1 inh 1, SENP7 inh 0, PfGluPho inh 8, SENP8 block-2 -3, SENP6 inh -4, HKDC1 inh 2 and NALP3 yeast inh 29.
`CCOC(=O)c1c(C)nc2c(c1C)c(=O)oc1ccccc12` gave Apaf1 inhib 23, SENP8 block-1 15, SENP1 inh -1, SENP7 inh 2, PfGluPho inh -7, SENP8 block-2 -6, SENP6 inh -7, HKDC1 inh -2 and NALP3 yeast inh 23.
CC(C)(C)NC(=O)CSc1nnc(-c2ccncc2)o1 was read as Apaf1 inhib -3, SENP8 block-1 19, SENP1 inh 4, SENP7 inh -2, PfGluPho inh -5, SENP8 block-2 -7, SENP6 inh -6, HKDC1 inh -7 and NALP3 yeast inh 22.
Screening COc1ccc(NC(=O)CSc2nnc(CC(=O)Nc3ccc(F)cc3)n2C)cc1 returned Apaf1 inhib 1, SENP8 block-1 8, SENP1 inh 0, SENP7 inh 0, PfGluPho inh -28, SENP8 block-2 9, SENP6 inh -9, HKDC1 inh -3 and NALP3 yeast inh 7.
`Cc1nnc(NCCO)c2ccccc12` gave Apaf1 inhib -22, SENP8 block-1 3, SENP1 inh 1, SENP7 inh 7, PfGluPho inh -12, SENP8 block-2 -1, SENP6 inh -10, HKDC1 inh 0 and NALP3 yeast inh 12.
Screening CCCCNC(=S)N1CCN(c2ccccc2Cl)CC1 returned Apaf1 inhib -4, SENP8 block-1 4, SENP1 inh 1, SENP7 inh 6, PfGluPho inh 15, SENP8 block-2 3, SENP6 inh 4, HKDC1 inh 2 and NALP3 yeast inh 29.
Screening CCOCCCN1CC(C(=O)NCc2ccc3c(c2)OCO3)CC1=O (stereo not given) returned Apaf1 inhib 3, SENP8 block-1 11, SENP1 inh 0, SENP7 inh -9, PfGluPho inh 1, SENP8 block-2 -4, SENP6 inh 3, HKDC1 inh -8 and NALP3 yeast inh 10.
For COc1ccc(Nc2ccc([N+](=O)[O-])cn2)cn1 the results were Apaf1 inhib 1, SENP8 block-1 31, SENP1 inh 1, SENP7 inh 1, PfGluPho inh -1, SENP8 block-2 15, SENP6 inh 11, HKDC1 inh 1 and NALP3 yeast inh 21.
CCOc1ccc2nc(N3CCCC(C(=O)NCCCN4C(C)CCCC4C)C3)sc2c1 (stereo not given) was read as Apaf1 inhib 11, SENP8 block-1 21, SENP1 inh -17, SENP7 inh 0, PfGluPho inh 9, SENP8 block-2 7, SENP6 inh -15, HKDC1 inh -4 and NALP3 yeast inh 0.
For CC(C)(C)OCC(O)CN1CCN(C(=O)c2ccccc2)CC1 (stereo not given) the results were Apaf1 inhib -13, SENP8 block-1 2, SENP1 inh 1, SENP7 inh 0, PfGluPho inh -17, SENP8 block-2 0, SENP6 inh 9, HKDC1 inh -5 and NALP3 yeast inh -10.
Cc1cc(=O)[nH]c2ccc(Cl)cc12 was read as Apaf1 inhib 4, SENP8 block-1 -10, SENP1 inh 0, SENP7 inh 3, PfGluPho inh 14, SENP8 block-2 -2, SENP6 inh -14, HKDC1 inh 5 and NALP3 yeast inh 5.
Screening COCCn1c(SCC(=O)N2CCCCC2)nc2cccnc21 returned Apaf1 inhib 2, SENP8 block-1 13, SENP1 inh 0, SENP7 inh -5, PfGluPho inh -5, SENP8 block-2 -6, SENP6 inh -8, HKDC1 inh -8 and NALP3 yeast inh -8.
Screening O=C(O)c1cccc(C(=O)O)n1 returned Apaf1 inhib -2, SENP7 inh -5, SENP8 block-2 7, SENP6 inh -3 and NALP3 yeast inh -7.
`CC(C)Oc1ccc(S(=O)(=O)N2CCCCC2)cc1NC(=O)C1CSC2(C)CCC(=O)N12` (stereo not given) gave Apaf1 inhib 11, SENP8 block-1 -12, SENP1 inh -1, SENP7 inh 3, PfGluPho inh -2, SENP8 block-2 5, SENP6 inh 3, HKDC1 inh -2 and NALP3 yeast inh 8.
Screening NC(=S)N/N=C/c1coc2ccc(O)cc2c1=O returned Apaf1 inhib 3, SENP8 block-1 1, SENP1 inh 1, SENP7 inh 3, PfGluPho inh 11, SENP8 block-2 -11, SENP6 inh -5, HKDC1 inh 3 and NALP3 yeast inh 4.

Grouped by structure: the compounds so far containing a Cl atom
Screening CCCCNC(=S)N1CCN(c2ccccc2Cl)CC1 returned Apaf1 inhib -4, SENP8 block-1 4, SENP1 inh 1, SENP7 inh 6, PfGluPho inh 15, SENP8 block-2 3, SENP6 inh 4, HKDC1 inh 2 and NALP3 yeast inh 29.
Cc1cc(=O)[nH]c2ccc(Cl)cc12 was read as Apaf1 inhib 4, SENP8 block-1 -10, SENP1 inh 0, SENP7 inh 3, PfGluPho inh 14, SENP8 block-2 -2, SENP6 inh -14, HKDC1 inh 5 and NALP3 yeast inh 5.

Next section
For Cc1ccsc1/C=N/n1c(=S)[nH]nc(C)c1=O the results were Apaf1 inhib 2, SENP8 block-1 12, SENP1 inh -1, SENP7 inh 7, PfGluPho inh -7, SENP8 block-2 -1, SENP6 inh 11, HKDC1 inh -13 and NALP3 yeast inh 13.
Screening Cc1ccc(-c2nn(CC(=O)N(C)C)c(=O)c3ccccc23)cc1S(=O)(=O)N(C)C returned Apaf1 inhib -3, SENP8 block-1 -3, SENP1 inh -1, SENP7 inh 5, PfGluPho inh 9, SENP8 block-2 4, SENP6 inh -14, HKDC1 inh -7 and NALP3 yeast inh 10.
Cc1ccnc2c1ccc1cccnc12 was read as Apaf1 inhib 5, SENP8 block-1 14, SENP1 inh 2, SENP7 inh -2, PfGluPho inh -1, SENP8 block-2 -5, SENP6 inh -20, HKDC1 inh -3 and NALP3 yeast inh 28.
`Cc1ccc2oc(C(=O)NCC(c3ccco3)N(C)C)c(C)c2c1` (stereo not given) gave Apaf1 inhib 7, SENP8 block-1 11, SENP1 inh 0, SENP7 inh -1, PfGluPho inh 5, SENP8 block-2 4, SENP6 inh 2, HKDC1 inh -6 and NALP3 yeast inh 15.
Screening O=C(C1CCCCC1)N1CCC(O)(c2ccc(Cl)cc2)CC1 returned Apaf1 inhib 3, SENP8 block-1 22, SENP1 inh 2, SENP7 inh 8, PfGluPho inh 5, SENP8 block-2 -3, SENP6 inh 11, HKDC1 inh -4 and NALP3 yeast inh 25.
Screening COc1cccc(C2=NCCc3cc4c(cc32)OCO4)c1OC returned Apaf1 inhib -3, SENP8 block-1 4, SENP1 inh 5, SENP7 inh -3, PfGluPho inh -4, SENP8 block-2 0, SENP6 inh -14, HKDC1 inh -7 and NALP3 yeast inh -5.
Screening COC(=O)c1ccc(N/C=C/C(=O)c2ccccc2)cc1 returned Apaf1 inhib -19, SENP8 block-1 -348, SENP1 inh -44, SENP7 inh 96*, PfGluPho inh -2, SENP8 block-2 75*, SENP6 inh 90*, HKDC1 inh -5 and NALP3 yeast inh 12.
CCN(CC)CCN=CC1=C(O)CNC1=O was read as Apaf1 inhib -6, SENP8 block-1 8, SENP1 inh 1, SENP7 inh -8, PfGluPho inh 1, SENP8 block-2 2, SENP6 inh -3, HKDC1 inh -5 and NALP3 yeast inh 8.
Screening CNC(=O)c1cccc2cccc(Sc3ccccc3C(=O)O)c12 returned Apaf1 inhib -8, SENP8 block-1 2, SENP1 inh 3, SENP7 inh 3, PfGluPho inh -6, SENP8 block-2 -5, SENP6 inh -15, HKDC1 inh 0 and NALP3 yeast inh -2.
COC(=O)c1ccc(CSc2nnc3c(Cl)cc(Cl)cn23)o1 was read as Apaf1 inhib -9, SENP8 block-1 1, SENP1 inh -3, SENP7 inh -5, PfGluPho inh 28, SENP8 block-2 -2, SENP6 inh 13, HKDC1 inh -10 and NALP3 yeast inh 10.
`CCNC(=O)/C(=C\c1ccccc1)NC(=O)/C=C/c1ccccc1` gave Apaf1 inhib 0, SENP8 block-1 -2, SENP1 inh 2, SENP7 inh 2, PfGluPho inh -12, SENP8 block-2 -1, SENP6 inh -13, HKDC1 inh -2 and NALP3 yeast inh 2.
Screening COC(=O)c1sc(S(=O)(=O)NCc2ccccc2)c(C(=O)OC)c1C returned Apaf1 inhib -10, SENP8 block-1 9, SENP1 inh 2, SENP7 inh -2, PfGluPho inh -6, SENP8 block-2 1, SENP6 inh 4, HKDC1 inh -6 and NALP3 yeast inh 17.
Screening CCN(CC)C(=O)[C@H]1C[C@H](CC(=O)NCCc2ccccn2)C(=O)N2CCc3c([nH]c4cc(CCC(=O)N(C)C)ccc34)[C@]12C returned Apaf1 inhib 17, SENP8 block-1 -9, SENP1 inh -3, SENP7 inh 6, PfGluPho inh 4 and HKDC1 inh 3.
CC(C1CC1)N(Cc1ccccc1)C(=S)Nc1ccccc1 (stereo not given) was read as Apaf1 inhib 6, SENP8 block-1 21, SENP1 inh 4, SENP7 inh 8, PfGluPho inh 3, SENP8 block-2 3, SENP6 inh 13, HKDC1 inh -3 and NALP3 yeast inh 5.
For Cc1nnc(NC(=O)C2CCN(C(=O)c3ccco3)CC2)s1 the results were Apaf1 inhib 6, SENP8 block-1 2, SENP1 inh 1, SENP7 inh 6, PfGluPho inh -9, SENP8 block-2 0, SENP6 inh -6, HKDC1 inh -4 and NALP3 yeast inh 15.
`O=C(NC1CCCCCCC1)c1cc(-c2ccccn2)nc2ccccc12` gave Apaf1 inhib 19, SENP8 block-1 4, SENP1 inh 0, SENP7 inh -10, PfGluPho inh -6, SENP8 block-2 -10, SENP6 inh 1, HKDC1 inh 1 and NALP3 yeast inh 13.
COC(=O)c1ccc(CSc2nc3ccccc3c(=O)n2N)cc1 was read as Apaf1 inhib 11, SENP8 block-1 -147, SENP1 inh -2, SENP7 inh 4, PfGluPho inh 3, SENP8 block-2 3, SENP6 inh -15, HKDC1 inh -2 and NALP3 yeast inh 5.
